# Source: PubChem BioAssay
# GAA glycogen mod – qHTS Assay for Inhibitors and Activators of Human alpha-Glucosidase Cleavage of Glycogen; Lysosomal alpha-glucosidase (Homo sapiens), P10253; recombinant GAA, glycogen substrate, Amplex Red glucose oxidase fluorescence; Potency, µM (highest dose often 76.4 µM), for the others: at the highest dose activity change, negative = inhibition, actives largely listed as inhibitors; hit rate 0.38% among 300,000; AID 2100, 2009; active = well fitted inhibition curve with a large enough effect; inconclusive = small, poorly fitted or top-dose-only effect, or another doubt; inactive = no such curve, though single readings can be large or run the other way;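 note: 0% = full enzyme reaction and -100% = no-enzyme basal signal; the screen sought inhibitors and activators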
#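 qHTS, 1536-well; enzyme 4 nM final; cpd up to 77 uM; substrate bovine liver glycogen 30 ug; 50 mM citrate/phosphate pH 5.0, 0.01% Tween-20; 37 C, 40 min; Amplex Red detection 45 min RT; Hill fit → AC50.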
# An asterisk follows results filed as active; ? = inconclusive; [ ] = another dose, or the depositor's remark. Potency is the fitted concentration of half-maximal effect.
GAA glycogen mod	SMILES
-10.9%[76.3 µM]	COc1cccc(CNS(=O)(=O)c2c(C(=O)N3CCCC3)c(C)n(C)c2C)c1
2.1%[76.3 µM]	O=C(NNS(=O)(=O)c1ccc(F)cc1)c1cccc(O)c1
0.6%	c1ccc2c(c1)OCCc1c-2[nH]c2ccccc12
-2.4%[76.3 µM]	CNC(=S)N(Cc1cc2cc(C)ccc2n2nnnc12)CC(C)(C)CN(C)C
-10.0%[76.3 µM]	O=C(NCCCn1ccnc1)C1CCN(S(=O)(=O)c2ccc(F)cc2)CC1
-1.1%	COc1ccc(-c2cc(C(=O)Nc3ccc(S(N)(=O)=O)cc3)c3ccccc3n2)cc1OC
-8.7%	Cc1ccc(NC(=O)c2ccc(NS(=O)(=O)c3cccc4cccnc34)cc2)cc1
-10.5%	CCOc1ccc(NC(=O)CCS(=O)(=O)c2ccc(C)cc2)cc1
2.8%	O=Cc1ccc(OC(=O)CCCCC(=O)Oc2ccc(C=O)cc2)cc1
-8.2%[76.3 µM]	O=C(COc1ccccc1[N+](=O)[O-])Nc1cccc(Cl)c1N1CCOCC1
-1.2%[76.3 µM]	Cc1cc(NC(=O)C(C)SCC(=O)OC(C)C(=O)Nc2ccccc2C)no1 (centres undefined)
-3.8%	CCC(C)NC(=O)Cn1nc(Cc2ccncc2)c2ccccc2c1=O (centres undefined)
-10.2%[76.3 µM]	O=C(NCCCN1CCCC1=O)C(=O)NCC1OCCN1S(=O)(=O)c1ccc(Cl)cc1 (centres undefined)
5.0%[76.3 µM]	O=C(C1CCN(S(=O)(=O)c2cccc3cccnc23)CC1)N1CCCCC1
-0.8%[76.3 µM]	CC(C)NC(=O)Cn1cc(C(=O)C(=O)N2CCOCC2)c2ccccc21
14.1%[76.3 µM]	Cc1cc(C)cc(NC(=O)C2CCN(S(=O)(=O)c3ccc4[nH]c(=O)ccc4c3)CC2)c1
-3.8%[76.3 µM]	COc1ccc(CCNC(=O)CSc2nc3ccsc3c(=O)n2CC2CCC(C(=O)O)CC2)cc1OC (centres undefined)
-3.8%[76.3 µM]	CN(C)CCNC(=O)C(=O)NCC1OCCN1S(=O)(=O)c1cc(F)ccc1F (centres undefined)
-1.4%	CCCOC(=O)CSc1nc(N2CCOCC2)c2c(c1C#N)CC(C)(C)OC2
-6.7%	COc1cc2c(C(=O)N(C)c3cc(Cl)ccc3OC)cn(C)c(=O)c2cc1OC
0.5%	CCN1CCN(c2nc(-c3ccccc3Cl)nc3ccccc23)CC1
-23.1%[76.3 µM]	COc1cc2c(cc1OC)CN(C(=O)CN1CCN(S(=O)(=O)c3ccccc3)CC1)CC2
2.8%	CCOc1ccc(CCNC(=O)CN2C(=O)CCSc3ccccc32)cc1
-11.3%[76.3 µM]	O=C(NC1CCCC1)C(c1ccncc1)N(C(=O)c1csnn1)c1ccc(F)c(Cl)c1 (centres undefined)
9.2%[76.3 µM]	NC(=O)CC(NC(=O)c1cccc(Br)c1)c1ccc(N2CCN(c3ccccn3)CC2)c([N+](=O)[O-])c1 (centres undefined)
-1.4%[76.3 µM]	Cc1cc(N2CCN(c3ccccc3)CC2)nc2ccccc12
-0.9%	O=[N+]([O-])c1cccc(/C=N/Nc2cc(N3CCOCC3)ncn2)c1
0.2%[76.3 µM]	CC(=O)N1CCc2cc(S(=O)(=O)CCC(=O)NCc3ccc(F)cc3)ccc21
-4.2%[76.3 µM]	FC(F)(F)c1cccc(CN2CCSCC2)c1
7.7%	COc1ccccc1C(C)NC(=O)Cc1ccsc1 (centres undefined)
1.4%[76.3 µM]	CCOC(=O)c1cc2cc3ccccc3cc2oc1=O
1.1%[76.3 µM]	COc1cc(C(=O)NCc2nnc(SCC(=O)c3ccccc3)o2)cc(OC)c1OC
4.4%[76.3 µM]	Cc1ccccc1N1CCN(S(=O)(=O)CC23CCC(CC2=O)C3(C)C)CC1 (centres undefined)
4.6%[76.3 µM]	COc1nn(-c2ccccc2)c(=O)c(Cl)c1Cl
-3.3%[76.3 µM]	CN(C1CCCCC1)C(CNS(=O)(=O)c1ccc(Cl)cc1)c1ccccc1 (centres undefined)
8.2%[76.3 µM]	CCOc1ccc(NC(=O)c2c(NC(=O)CN3CCCC3)sc3c2CCC3)cc1
9.3%[76.3 µM]	CC(=O)c1ccc(NC(=O)Cc2cccs2)cc1
-2.8%	Cc1ccc(S(=O)(=O)N2CC(=O)Nc3ccccc32)c(C)c1NS(C)(=O)=O
-5.1%[76.3 µM]	COc1ccc(NC(=O)c2cccc(NC(=O)c3ccccc3)c2)c(OC)c1
-6.2%	CCOc1ccc(-n2c(SCC(=O)Nc3ccc(C(=O)O)cc3)nc3ccccc3c2=O)cc1
-16.1%[76.3 µM]	COc1ccc(/C(N)=N/OC(=O)CC2CCCCC2)cc1OC
?	CN(C)c1ccc(NS(=O)(=O)c2cc3c4c(c2)CC(=O)N4CCC3)cc1
3.1%	Cc1ccc(CN(C)Cc2cc(=O)oc3cc(C)c(Cl)cc23)cc1
-25.6%	COc1cc(/C=C2/C(=O)ON=C2C)cc(Cl)c1O
3.9%	CC(C)c1ccc(C(=O)OCC(=O)NC2CCCC2)cc1
-15.3%[76.3 µM]	O=C(NC(=S)Nc1ccccc1C(=O)O)c1cncc(Br)c1
-3.6%[76.3 µM]	COc1ccc(N(C)S(=O)(=O)c2ccc3c(c2)CC(C)N3C(=O)C2CC2)c(OC)c1 (centres undefined)
0.1%	COc1ccc(-c2cc(=O)oc3cc(O)ccc23)cc1
-1.6%	O=C(NC(=S)Nc1ccc(Cl)c(C(=O)O)c1)c1cncc(Br)c1
1.8%[76.3 µM]	COc1ccc(CNC(=O)C2Cc3cc(S(=O)(=O)N4CCCC4)ccc3N2C(C)=O)c(OC)c1 (centres undefined)
16.8%[76.3 µM]	COC(c1ccccc1)(c1ccccc1)C(Oc1nccc(C)n1)C(=O)O (centres undefined)
3.9%[76.3 µM]	Cc1cc(=O)oc2cc(OCC(=O)N3CCN(c4ccccc4)CC3)c(Cl)cc12
12.7%[76.3 µM]	CC[C@@H](C)[C@H](CN[C@H](CNC)C(C)C)NC[C@@H](C)c1ccc(CC(C)C)cc1
-1.2%	COc1ccc(-c2cc(=O)oc3c(C)c(O)ccc23)cc1
0.0%[76.3 µM]	CC(C)(C)OC(=O)NC1CCN(S(=O)(=O)c2ccc3c(c2)OCCO3)CC1
1.2%	O=C(Cn1ccnc1)c1ccc(Cl)cc1

# Later entries
GAA glycogen mod	SMILES
5.1%[76.3 µM]	CCOc1ccc(N2C(=O)CC(N3CCN(c4ccc(F)cc4)CC3)C2=O)cc1 (centres undefined)
0.6%[76.3 µM]	Cc1ccc(NC(=O)Nc2ccc3c(c2)CCC3)cc1
4.9%[76.3 µM]	COCCCn1c(SCC(=O)Nc2ccccc2F)nnc1-c1ccoc1C
-9.9%[76.3 µM]	CC(C)OCCCNc1nc(-c2ccccc2)nc2ccccc12
-2.3%[76.3 µM]	Cc1ccc(C(=O)NC(=O)CSc2nnc(C)s2)cc1
1.8%[76.3 µM]	COc1ccc(/C=C/C(=O)N2CCN(c3ccccn3)CC2)cc1OC
0.5%[76.3 µM]	O=C(NCc1cccnc1)Nc1ccccc1C(F)(F)F
-26.8%[76.3 µM]	S=C(Nc1ccc(Cl)cc1)Nc1ccc2c(c1)OCCO2
6.0%[76.3 µM]	Oc1ccc(-n2nnnc2SCc2ccccc2Br)cc1
-0.4%	O=C(NCC(Cl)c1ccc2ccccc2c1)c1c(F)cccc1F (centres undefined)
11.9µM*	CC(=O)N1CCN(S(=O)(=O)c2ccc3c(c2)CC(=O)N3)CC1
0.3%	COCCCN1CC(=O)N2Cc3[nH]c4ccccc4c3C[C@H]2C1=O
-2.9%[76.3 µM]	COc1ccc(CSc2nc(O)cc(=O)n2CC(C)C)cc1F
-5.3%[76.3 µM]	CCOc1cccc(-c2nnc(SCC(=O)NC3CC3)n2C)c1
0.4%	C=CCOc1ccc(C(=O)c2ccccc2)c(OCC(=O)NC2(C#N)CCCC2)c1
2.9%	CC(=O)C1=C(O)C(=O)N(c2ccc(O)cc2)C1c1ccccc1 (centres undefined)

# The closing five records of the part above come first, to join the parts.
GAA glycogen mod	SMILES
0.3%	COCCCN1CC(=O)N2Cc3[nH]c4ccccc4c3C[C@H]2C1=O
-2.9%[76.3 µM]	COc1ccc(CSc2nc(O)cc(=O)n2CC(C)C)cc1F
-5.3%[76.3 µM]	CCOc1cccc(-c2nnc(SCC(=O)NC3CC3)n2C)c1
0.4%	C=CCOc1ccc(C(=O)c2ccccc2)c(OCC(=O)NC2(C#N)CCCC2)c1
2.9%	CC(=O)C1=C(O)C(=O)N(c2ccc(O)cc2)C1c1ccccc1 (centres undefined)
1.9%	Cc1ccc(CN2CCCN(Cc3ccc(F)cc3Cl)S2(=O)=O)cc1
1.8%	Cc1coc2c1c(C)cc1oc(=O)c(CC(=O)NCCCCCC(=O)O)c(C)c12
10.0%[76.3 µM]	CCCC1CC(CCc2ccccc2)OS(=O)(=O)N1 (centres undefined)
-5.9%[76.3 µM]	COc1cc(/C=N\NS(=O)(=O)c2ccccc2)cc(OC)c1OC
-12.3%[76.3 µM]	CCOCCCN(C)C1CCN(C(=O)c2oc3ccccc3c2NC(=O)c2ccc(F)cc2)CC1
2.3%	COc1ccc2cc(-c3ccon3)ccc2c1
1.9%[76.3 µM]	O=C(CSc1nnc(CNC(=O)c2ccccc2)o1)c1ccc(Cl)cc1
-1.6%	COc1ccc(NC(=O)CN2C(=O)c3ccccc3S2(=O)=O)cc1OC
4.4%[76.3 µM]	COc1ccccc1NC(=O)CN1C(=O)CC(C)S(=O)(=O)c2ccccc21 (centres undefined)
-4.8%[76.3 µM]	CCOC(=O)c1ccccc1NC(=O)C1CCCO1 (centres undefined)
-8.2%[76.3 µM]	Cn1cc(S(=O)(=O)N2CCCC2)cc1C(=O)N1CCN(c2ccccc2)CC1
2.5%	CNC(=O)/C=C/c1cc(C(=O)c2ccc(Cl)cc2Cl)cn1C
-5.2%[76.3 µM]	Cc1ccc2c(c1)c1c3n2CCN(C(=O)CCl)C3CCC1 (centres undefined)
5.3%[76.3 µM]	Cc1ccc(S(=O)(=O)Nc2cc(C(=O)NCCN(C)C)ccc2N2CCCC2)cc1
-1.8%	COCCSc1nnc(NC(=O)C2CCN(C(=O)c3ccco3)CC2)s1
2.1%[76.3 µM]	Nc1cc(N)nc(SCc2cccc(F)c2)n1

# Structures listed above shown as hits in GAA glycogen mod:
GAA glycogen mod	SMILES
11.9µM*	CC(=O)N1CCN(S(=O)(=O)c2ccc3c(c2)CC(=O)N3)CC1

# New compounds follow:
GAA glycogen mod	SMILES
-1.2%[76.3 µM]	CCCN1CCN(CCCNC(=O)C2CCN(c3nnc(-n4c(C)ccc4C)s3)CC2)CC1
-0.8%[76.3 µM]	CC(C)Cc1nnc(NC(=O)CCC(=O)NCc2ccccc2Cl)s1
-4.5%	CN(C)c1nc2c(N)ncnc2n1[C@H]1O[C@@H](CO)[C@H](O)[C@@H]1O
18.1%[76.3 µM]	CC1CCCCN1CCCNC(=O)c1ccc(N2CCCC2=O)cc1 (centres undefined)
-3.1%	CN1CCN(CC(=O)N2c3ccccc3Sc3ccccc32)CC1
-9.6%[76.3 µM]	COc1cccc(/C=C2\Oc3cc(OCC(=O)N4CCC[C@H]4C(=O)O)ccc3C2=O)c1
-8.5%[76.3 µM]	O=C(CCC(=O)NCc1ccccc1)NCc1ccccc1
6.1%	CCc1ccc(-n2c(=S)sc3c(=O)n(-c4ccccc4)c(SCC(=O)O)nc32)cc1
3.9%[76.3 µM]	Cc1ccccc1NS(=O)(=O)c1ccc(NC(=O)N2CCCCC2)cc1
-13.3%[76.3 µM]	COc1cc(C(=S)N2CCOCC2)cc(OC)c1OC(=O)c1ccc([N+](=O)[O-])cc1[N+](=O)[O-]
0.5%[76.3 µM]	CCNS(=O)(=O)c1ccc(CCC(=O)N2CCN(c3cc(Cl)ccc3C)CC2)cc1
-0.1%	COC(=O)C1=CN(C(C)c2ccccc2)C=C(C(=O)OC)C1c1cc(OC)c(OC)c(OC)c1 (centres undefined)
-5.8%	O=[N+]([O-])CC(c1ccc(F)cc1)c1c[nH]c2ccccc12 (centres undefined)
-5.5%[76.3 µM]	Cn1cc(S(=O)(=O)NCc2ccc3c(c2)OCO3)c(C(F)(F)F)n1
-1.6%	CCC(C)Nc1nc(N)c([N+](=O)[O-])c(NCc2ccccc2)n1 (centres undefined)
-2.0%[76.3 µM]	COc1ccc(NC(=O)N2CCN(C(=O)C3CCCO3)CC2)cc1 (centres undefined)
-0.6%	Cn1ccnc1C(=O)c1cccc(Br)c1
-5.4%	CCOC(=O)CN1C(=O)C(=O)N(Cc2c(Cl)cccc2Cl)C1=O
-3.2%[76.3 µM]	CCOC(=O)N1CCN(C(=O)c2ccc(Cl)c(S(=O)(=O)N3CCCC3)c2)CC1
3.1%	COc1ccc(CC(=O)N2CCc3cc(OC)c(OC)cc3C2)cc1
-4.0%[76.3 µM]	COc1ccc(/C(C)=N/NC(=O)Cc2ccc(Cl)cc2)cc1
3.1%	O=S(=O)(Nc1ccc(O)c2ccccc12)c1cccs1
0.5%[76.3 µM]	Cc1ccc(C)c(NC(=O)N2CCCCCC2)c1
-2.6%[76.3 µM]	Cc1ccc(OCc2cc(C(=O)N(C)Cc3cc(C4CC4)n[nH]3)no2)cc1C
5.8%[76.3 µM]	Cc1ccccc1NC(=O)CSc1nc2ccc(Nc3nc(N4CCOCC4)nc(N4CCOCC4)n3)cc2s1
5.8%[76.3 µM]	Cc1cc2c(cc1S(=O)(=O)Nc1ccc(F)cc1)n(C)c(=O)c(=O)n2C
-1.1%	CCCCOc1cccc(C(=O)N(Cc2ccccc2)C2CCS(=O)(=O)C2)c1 (centres undefined)

# Only part of the results is shown, so the mix of outcomes need not match the whole.
